# Screens deposited in PubChem by Broad Institute.
# INS-1E ATP HTS – rescue of cytokine-induced death in INS-1E beta cells | INS-1E cytokine-induced death, ATP luminescence, 48 h; normalised: neutral wells 0, positive control 100 | protection from cytokine-induced ATP loss, % at 10 µM | 20,000 compounds, 0.1% hits;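 active means mean replicate protection from cytokine-induced ATP loss at least 50% and at least 75% of replicates each reaching 50%; inconclusive means meets only one of the two criteria, mean or replicate share; inactive means fails both the mean and replicate share criteria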
#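 Assay system: INS-1E rat cells / Quantity: 8000 cells per well / Medium: RPMI without phenol red, 5% FBS / Probe or stimulus: three-cytokine cocktail (IFN-γ, TNF-α, IL-1β) / Dosing: one compound concentration, pin transfer / Timing: 48 h co-treatment, 10 min post-lysis read / Technique: CellTiter-Glo luminescence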
# T cruzi HTS – blocks T. cruzi growth inside host cells; AID 651903; 22,000 compounds, 4.9% hits; activity score (inhibition), % at 5.01 µM; intracellular Trypanosoma cruzi in host cells, plate reader; in the data active means activity score above about 55%; inconclusive means no clear call, values can overlap the other calls;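 further: parasites and compound incubated about four days before reading; 0% = median of neutral control wells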
# * marks the source's active call; other numbers are inactive results; u = inconclusive; x = no result given.
# Start of the data: the first two compounds, to show the layout:
# Results follow in this order: INS-1E ATP HTS, T cruzi HTS
> C[C@H]1CN([C@@H](C)CO)C(=O)c2cc(NC(=O)CCC(F)(F)F)ccc2O[C@@H]1CN(C)Cc1ccc(C(=O)Nc2ccccc2N)cc1
→ -7, 39
> C[C@H]1CN([C@@H](C)CO)C(=O)c2cccc(NC(=O)CCCCCC(=O)Nc3ccccc3N)c2O[C@@H]1CN(C)S(C)(=O)=O
→ 5, -36

# This part in full, from the first entry:
# Results follow in this order: INS-1E ATP HTS, T cruzi HTS
> C[C@H]1CN([C@@H](C)CO)C(=O)c2cc(NC(=O)CCC(F)(F)F)ccc2O[C@@H]1CN(C)Cc1ccc(C(=O)Nc2ccccc2N)cc1
→ -7, 39
> C[C@H]1CN([C@@H](C)CO)C(=O)c2cccc(NC(=O)CCCCCC(=O)Nc3ccccc3N)c2O[C@@H]1CN(C)S(C)(=O)=O
→ 5, -36
> COc1ccc(S(=O)(=O)Nc2cccc3c2O[C@H](CN(C)S(=O)(=O)c2cccs2)[C@@H](C)CN([C@@H](C)CO)C3=O)cc1
→ 3, -3
> COc1ccc(NC(=O)Nc2ccc3c(c2)CC(=O)N([C@H](C)CO)C[C@@H](C)[C@@H](CN(C)C(=O)Nc2cccc4ccccc24)O3)cc1
→ 2, -6
> COc1ccc(NC(=O)Nc2ccc3c(c2)C(=O)N([C@H](C)CO)C[C@H](C)[C@H](CN(C)C(=O)CCC(F)(F)F)OCCCC[C@@H](C)O3)cc1
→ 2, -13
> C[C@@H]1CN([C@@H](C)CO)C(=O)c2cc(NS(=O)(=O)c3ccc(F)cc3)ccc2O[C@H]1CN(C)S(=O)(=O)c1ccccc1
→ -10, 7
> Cc1ccc(S(=O)(=O)N(C)C[C@H]2Oc3ccc(NS(=O)(=O)c4cccs4)cc3CC(=O)N([C@@H](C)CO)C[C@@H]2C)cc1
→ 8, -3
> CNC[C@@H]1Oc2ccc(NC(=O)Nc3ccc(C(F)(F)F)cc3)cc2C(=O)N([C@H](C)CO)C[C@@H]1C
→ x, 6
> C[C@H](CO)N1C[C@H](C)[C@@H](CN(C)C(=O)Nc2ccccc2F)OCc2cnnn2CCCC1=O
→ x, -8
> C[C@H](CO)N1C[C@H](C)[C@@H](CN(C)Cc2ccccc2)Oc2ccc(NC(=O)Cc3cn(C)c4ccccc34)cc2C1=O
→ -3, 17
> Cc1noc(C)c1NC(=O)N(C)C[C@H]1Oc2ccc(NC(=O)Cn3cnnn3)cc2C(=O)N([C@H](C)CO)C[C@H]1C
→ 4, -9
> C[C@@H]1CCCCO[C@H](CN(C)S(=O)(=O)c2cccs2)[C@@H](C)CN([C@H](C)CO)C(=O)c2cc(NC(=O)c3ccncc3)ccc2O1
→ 3, -8
> C[C@H](CO)N1C[C@H](C)[C@@H](CN(C)CC2CCCCC2)Oc2c(NC(=O)c3nc4ccccc4s3)cccc2C1=O
→ -41, 64*
> C[C@@H]1CN([C@H](C)CO)C(=O)c2cc(NC(=O)NC3CCCCC3)ccc2O[C@H]1CN(C)Cc1ccc(Oc2ccccc2)cc1
→ x, 20
> Cc1ccc(S(=O)(=O)Nc2cccc3c2O[C@@H](CN(C)Cc2ccc(-c4ccccc4)cc2)[C@H](C)CN([C@@H](C)CO)C3=O)cc1
→ 5, 20

# Additional compounds:
# Results follow in this order: INS-1E ATP HTS, T cruzi HTS
> CNC[C@H]1Oc2ccc(NC(=O)NC3CCCCC3)cc2CC(=O)N([C@@H](C)CO)C[C@H]1C
→ 26, -42
> C[C@H](CO)N1C[C@H](C)[C@H](CN(C)Cc2ccc(-c3ccccc3)cc2)Oc2ccc(NC(=O)CCCCCC(=O)Nc3ccccc3N)cc2CC1=O
→ -10, 73*
> CNC[C@@H]1Oc2ccc(NC(=O)Nc3ccc(C(F)(F)F)cc3)cc2C(=O)N([C@H](C)CO)C[C@H]1C
→ -5, -15
> COc1ccc(S(=O)(=O)Nc2cccc3c2O[C@@H](CN(C)S(=O)(=O)c2ccc(Cl)cc2)[C@@H](C)CN([C@H](C)CO)C3=O)cc1
→ -3, 32
> C[C@H]1CN([C@@H](C)CO)C(=O)c2cccc(NS(=O)(=O)c3ccc(Cl)cc3)c2O[C@@H]1CN(C)C(=O)NC1CCCCC1
→ -1, -5
> COc1ccc(NC(=O)N(C)C[C@H]2Oc3c(NC(=O)Nc4c(C)noc4C)cccc3C(=O)N([C@H](C)CO)C[C@@H]2C)cc1
→ 13, 23
> C[C@@H]1CN([C@@H](C)CO)C(=O)c2cccc(NC(=O)C3CCOCC3)c2O[C@@H]1CN(C)Cc1ccc(C(=O)Nc2ccccc2N)cc1
→ 28, 32
> C[C@H]1CN([C@@H](C)CO)C(=O)c2cccc(NS(=O)(=O)c3ccc(F)cc3)c2O[C@H]1CN(C)S(=O)(=O)c1cn(C)cn1
→ 13, -43
> C[C@H]1CN([C@@H](C)CO)C(=O)c2cccc(NS(=O)(=O)c3cccs3)c2O[C@H]1CN(C)C(=O)Nc1ccc(F)cc1
→ 11, -5
> C[C@H]1CN([C@@H](C)CO)C(=O)c2cc(NC(=O)Nc3ccccc3)ccc2O[C@H]1CN(C)Cc1ccccc1
→ x, -6
> C[C@@H]1CN([C@@H](C)CO)C(=O)c2cc(NS(=O)(=O)c3ccccc3)ccc2O[C@H]1CN(C)Cc1ccc(C(F)(F)F)cc1
→ -18, 44
> C[C@@H]1CN([C@H](C)CO)C(=O)Cc2cc(N(C)C)ccc2O[C@H]1CN(C)S(=O)(=O)c1cn(C)cn1
→ 4, -13
> Cc1noc(C)c1S(=O)(=O)Nc1ccc2c(c1)C(=O)N([C@@H](C)CO)C[C@@H](C)[C@H](CN(C)C(=O)NC(C)C)O2
→ -4, -6
> Cc1ccc(S(=O)(=O)Nc2ccc3c(c2)C(=O)N([C@H](C)CO)C[C@@H](C)[C@H](CN(C)C(=O)Nc2ccc4c(c2)OCO4)O3)cc1
→ 2, 8
> C[C@@H]1CN([C@@H](C)CO)C(=O)c2cc(NC(=O)CCCCCC(=O)Nc3ccccc3N)ccc2O[C@H]1CN(C)S(=O)(=O)c1ccccc1
→ 5, 10

# Additional structures follow:
# Results follow in this order: INS-1E ATP HTS, T cruzi HTS
> C[C@@H]1CN([C@@H](C)CO)C(=O)Cc2cc(NS(=O)(=O)c3ccc(F)cc3)ccc2O[C@@H]1CN(C)S(=O)(=O)c1cccs1
→ 5, 17
> Cc1noc(C)c1NC(=O)N(C)C[C@H]1Oc2ccc(NC(=O)CCN3CCOCC3)cc2C(=O)N([C@H](C)CO)C[C@@H]1C
→ 4, -13
> C[C@H](CO)N1C[C@H](C)[C@@H](CN(C)Cc2ccc(C(=O)Nc3ccccc3N)cc2)Oc2ccc(NS(=O)(=O)c3ccc(Cl)cc3)cc2C1=O
→ 8, 48
> CC(C)NC(=O)Nc1ccc2c(c1)CC(=O)N([C@@H](C)CO)C[C@@H](C)[C@@H](CN(C)Cc1ccc(C(=O)O)cc1)O2
→ 6, -10
> Cc1cc(C(=O)Nc2cccc3c2O[C@@H](CN(C)C(=O)Nc2ccc4c(c2)OCO4)[C@@H](C)CN([C@H](C)CO)C3=O)n(C)n1
→ 1, -14
> C[C@H](CO)N1C[C@H](C)[C@H](CN(C)C(=O)NC2CCCCC2)Oc2ccc(NS(=O)(=O)c3ccccc3)cc2C1=O
→ -7, 2
> C[C@@H]1CN([C@H](C)CO)C(=O)c2cc(NC(=O)Cc3cn(C)c4ccccc34)ccc2O[C@H]1CN(C)S(=O)(=O)c1ccc(Cl)cc1
→ x, 4
> C[C@@H]1CCCCO[C@@H](CN(C)S(=O)(=O)c2cn(C)cn2)[C@@H](C)CN([C@H](C)CO)C(=O)c2cc(NC(=O)c3ccccc3)ccc2O1
→ -1, -20
> Cc1cc(C(=O)Nc2cccc3c2O[C@@H](CN(C)C(=O)NC(C)C)[C@H](C)CN([C@@H](C)CO)C3=O)n(C)n1
→ 7, -6
> C[C@@H]1CN([C@@H](C)CO)C(=O)c2cccc(NC(=O)C3CCOCC3)c2O[C@@H]1CN(C)C
→ 7, -11
> COc1ccc(S(=O)(=O)N(C)C[C@H]2OCCCC[C@@H](C)Oc3ccc(NC(=O)Nc4ccc(F)cc4)cc3C(=O)N([C@H](C)CO)C[C@@H]2C)cc1
→ -23, -15
> C[C@@H]1CCCCO[C@@H](CN(C)C(=O)C2CCCCC2)[C@@H](C)CN([C@H](C)CO)C(=O)c2cc(N(C)C)ccc2O1
→ 13, -21
> C[C@H]1CN([C@@H](C)CO)C(=O)c2cc(NC(=O)CCN3CCOCC3)ccc2O[C@H]1CN(C)C(=O)Nc1ccccc1
→ 9, -7
> C[C@@H]1CN([C@@H](C)CO)C(=O)c2cccc(NS(=O)(=O)c3ccc(Cl)cc3)c2O[C@H]1CN(C)C(=O)Nc1ccc(C(F)(F)F)cc1
→ 4, 0
> Cc1noc(C)c1S(=O)(=O)N(C)C[C@H]1Oc2ccc(NS(=O)(=O)c3cccs3)cc2CC(=O)N([C@@H](C)CO)C[C@H]1C
→ 5, -3
> C[C@@H]1CN([C@H](C)CO)C(=O)c2cccc(NC(=O)CCCCCC(=O)Nc3ccccc3N)c2O[C@@H]1CN(C)Cc1ccc(-c2ccccc2)cc1
→ 7, u
> CC(C)NC(=O)N(C)C[C@H]1Oc2ccc(NC(=O)Nc3ccc(C(F)(F)F)cc3)cc2CC(=O)N([C@H](C)CO)C[C@H]1C
→ -1, -5

# Rewritten field by field: 4 of the compounds above.
Cc1cc(C(=O)Nc2cccc3c2O[C@@H](CN(C)C(=O)Nc2ccc4c(c2)OCO4)[C@@H](C)CN([C@H](C)CO)C3=O)n(C)n1
  INS-1E ATP HTS: 1 | T cruzi HTS: -14

C[C@H](CO)N1C[C@H](C)[C@H](CN(C)C(=O)NC2CCCCC2)Oc2ccc(NS(=O)(=O)c3ccccc3)cc2C1=O
  INS-1E ATP HTS: -7 | T cruzi HTS: 2

C[C@@H]1CN([C@H](C)CO)C(=O)c2cc(NC(=O)Cc3cn(C)c4ccccc34)ccc2O[C@H]1CN(C)S(=O)(=O)c1ccc(Cl)cc1
  INS-1E ATP HTS: x | T cruzi HTS: 4

C[C@@H]1CCCCO[C@@H](CN(C)S(=O)(=O)c2cn(C)cn2)[C@@H](C)CN([C@H](C)CO)C(=O)c2cc(NC(=O)c3ccccc3)ccc2O1
  INS-1E ATP HTS: -1 | T cruzi HTS: -20
